# Screening results as filed in PubChem.
# H9c2 TAG inh: inhibitors of triacylglycerol accumulation; inhibition, % at 12.5 µM; 0.66% of 230,000 active; H9c2 cells, Nile Red lipid (TAG) fluorescence; cells loaded with 200 µM oleic acid;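 active = pattern-corrected inhibition of lipid staining of at least 50% with the nuclear-stain viability signal not falling by more than 50%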;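 note: 0% = DMSO wells and 100% = triacsin C control wells; some results filed as inactive read as strong as hits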
# H9c2 TAG inh DAPI viability: second read-out of H9c2 TAG inh, no call of its own (marks repeat the call); DAPI nuclei signal change (viability), lower = more cytotoxic, %;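 whole-well DAPI fluorescence read on a plate reader as a viability signal; minus 50 percent equals half of cells still viable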
# Active calls of the source: *; i = inactive.
no.	compound	H9c2 TAG inh DAPI viability	H9c2 TAG inh
1	CCOc1cc(NC2CS(=O)(=O)CC2O)c(OCC)cc1NC(=O)c1ccccc1 (stereo not given)	7	-10
2	Brc1cccc(-c2nnc3sc(CNCc4ccco4)cn23)c1	5	-14
3	Cc1ccc2c(C(=O)CN3CCN(C(=O)c4ccco4)CC3)c(C)[nH]c2c1	-5	8
4	CCN1/C(=C\C=C(C(C)=O)C(C)=O)Sc2ccccc21	-6	-18
5	CC(OC(=O)c1ccco1)C(=O)Nc1ccc(Cl)cn1 (stereo not given)	0	-10
6	O=C(c1cccnc1)N1CCN(S(=O)(=O)c2cccs2)CC1	1	-5
7	Cc1nc(CS(=O)c2ccc(Cl)cc2)cc(NCc2ccc(Cl)cc2Cl)n1 (stereo not given)	-2	-26
8	CN(C(=O)/C=C/c1cnc2ccccc2c1)C1CCCCC1	1	18
9	Cc1ccc(S(=O)(=O)NCCC(=O)NNC(=O)c2ccccc2Cl)cc1C	3	0
10	C=CCCO[C@@H]1O[C@@H](C)[C@H](O)C[C@H]1O	3	13
11	CSc1c(C#N)c(N)nc2sc(C(=O)c3ccccc3)c(N)c12	-9	-1
12	CC(C)N(C(=O)CSc1nnc(CNc2ccc(F)cc2)o1)C(C)C	-3	-4
13	COc1ccc(-c2c(-c3ccc(OCC(=O)NN)cc3O)n[nH]c2C(F)(F)F)cc1	-2	-8
14	COc1cccc(NC(=O)[C@@H]2CCCN2S(=O)(=O)c2cccc3cccnc23)c1	-6	-12
15	O=C(NCCS(=O)(=O)NCCCc1ccccc1)c1ccccc1	5	-17
16	COc1ccccc1N1CCN(CCCN2C(=O)C3CCCN3C2=O)CC1 (stereo not given)	-5	2
17	COc1ccc(C(=O)O)cc1S(=O)(=O)NC(C)(C)C	-1	4
18	CCc1nnc(NC(=O)CN2CCN(Cc3ccccc3Cl)CC2)s1	-15	13
19	Cc1ccc(S(=O)(=O)N2CCN(C(=O)CSc3cc(C)ccc3C)CC2)c(C)c1	3	-18
20	O=C(c1ccc2c(c1)OCCO2)N1CCN(c2ccc(C(F)(F)F)cn2)CC1	8	-7
21	Cc1noc(C)c1COc1ccccc1C(=O)N1CCN(S(=O)(=O)c2ccccc2C(F)(F)F)CC1	91	0
22	CCCCNc1c(-c2cccc(SC3CCCCC3)c2)nc2ccc(Cl)cn12	33	15
23	Cc1ccc(C(=O)N/C(=C/c2ccc(C(C)C)cc2)C(=O)NCCCN2CCOCC2)cc1	4	1
24	COC(=O)C1C(=O)C=C(N2CCOCC2)CC1(C)C (stereo not given)	-1	-13
25	COC(=O)C[C@H]1c2cc(C(F)(F)F)ccc2S(=O)(=O)N1C1CCCCC1	-4	-1
26	CC(=O)Nc1cccc(-c2cc3nc(NCc4cccnc4)n(C)c(=O)c3s2)c1	4	4
27	COc1nc(NC2CCCCC2)nc(N2CCCCCC2)n1	-8	-19
28	CCCNC(=O)C1(C)CCCN(Cc2ccc(-c3ccccc3)cc2)C1 (stereo not given)	14	-14
29	CCC[C@@H]1CCCO[C@@](C(=O)NCc2ccccn2)(C(F)(F)F)C1	-3	11
30	O=C(C1CCCN(Cc2ccc3c(c2)OCO3)C1)N1CCCC1 (stereo not given)	2	-17
31	O=S(=O)(NCC(c1ccco1)N1CCc2ccccc21)c1ccccc1 (stereo not given)	-4	-8
32	COc1ccc(NC(=O)CCOc2ccccc2F)cc1S(=O)(=O)N1CCCCC1	-1	-25
33	O=C(NCC1CCCO1)C(c1ccc(F)cc1)N(Cc1ccc(F)cc1)C(=O)Cn1nnc(-c2cccs2)n1 (stereo not given)	14	12
34	CN(CCC#N)C(=O)CC1(Cc2ccccc2)CCOC(C)(C)C1 (stereo not given)	5	-15
35	CC1CCN(C(=O)COC(=O)c2ccc(N3CCCC3=O)cc2)CC1	0	3
36	COc1ccccc1NC(=O)Cn1cncc1-c1ccc([N+](=O)[O-])cc1	8	-12
37	CCn1c(SCC(=O)Nc2ccc3[nH]c(=O)[nH]c3c2)nnc1-c1ccccc1	0	7
38	CN(C(=O)c1cccc(NC(=O)Cc2cccc(NC(=O)C3CCN(C(=O)C4CCC4)CC3)c2)c1)C1CCC1	0	7
39	CC(C)C1COS(=O)(=O)NC1CC(=O)SC(C)(C)C (stereo not given)	2	0
40	CC(C)OC(=O)N(C)C[C@H]1OCc2cnnn2CCCC(=O)N([C@@H](C)CO)C[C@H]1C	-4	6
41	O=C(CN1C(=O)NC2(CCCc3ccccc32)C1=O)NCc1ccc(Cl)cc1Cl (stereo not given)	-1	-1
42	CC(C(=O)N(C)Cc1ccccc1)N1CCN(C/C=C/c2ccccc2)CC1 (stereo not given)	5	-4
43	C[C@@]12C(=O)Nc3cc(F)c(F)cc3C(=O)N1[C@H]1c3cc(Cl)ccc3OC[C@@H]1[C@@H]2c1ccccc1	-29*	63*
44	COC(=O)C1C2CC(=O)C(C2)C1C(=O)OC (stereo not given)	-3	4
45	CC1CC(NS(=O)(=O)c2cc3c4c(c2)CCN4C(=O)CC3)CC(C)(C)C1 (stereo not given)	-8	-2
46	Cc1ccc(Nc2c(F)c(F)c(F)c(F)c2C(=O)O)cc1	-6	-20
47	COc1cc(/C=C/C(=O)O)cc(S(=O)(=O)Nc2ccc3c(c2)OCO3)c1OC	-10	6
48	O=C(Nc1cccc([N+](=O)[O-])c1)C1CC(=O)N(C2CCCCC2)C1 (stereo not given)	-6	11
49	CSc1ccccc1C(=O)NC1CCCN(Cc2ccccc2F)C1 (stereo not given)	0	-7
50	O=C(CSc1cccc[n+]1[O-])c1cc(Cl)ccc1Cl	-9	10

# Next compounds.
no.	compound	H9c2 TAG inh DAPI viability	H9c2 TAG inh
51	O=C(Nc1ccc(N2CCCC2)c(Cl)c1)c1cccs1	7	-7
52	Cc1ccc2cn[nH]c2c1NC(=S)NC(=O)c1ccccc1	4	-85
53	NS(=O)(=O)OCCCCCc1ccccc1	11	3
54	COc1ccc(C)cc1NS(=O)(=O)c1ccc(Cl)nc1	3	-14
55	COCC(=O)Nc1ccc(N(C)C)cc1	-9	-14
56	Cc1cccc(N(CC(=O)NCCSCc2ccco2)S(=O)(=O)c2ccccc2)c1	-8	15
57	O=C1N/C(=N/N=C/c2ccccc2O)SC1Cc1ccc(F)cc1 (stereo not given)	-9	5
58	COc1cccc(C2=CC(=O)CC(C)(C)C2)c1	5	-12
59	CCCN=C1N(CC)C[C@@H]2[C@@H]3C(=O)N(C)C(=O)[C@@H]3[C@](Cc3ccccc3)(C(=O)OC)N12	-11	0
60	Nc1nonc1-n1nnc(C(=O)N/N=C/c2ccc(OCc3ccc(F)cc3)cc2)c1COc1ccccc1	2	9
61	CCCCC(=O)Nc1ccc(C(=O)NCCc2ccc(S(N)(=O)=O)cc2)cc1	-8	21
62	CC1(C(=O)N/N=C/c2cc3c(cc2Br)OCO3)CC1(Br)Br (stereo not given)	-6	10
63	O=C(c1n[nH]c2c1CCC2)N1CCCC(Nc2cccc(F)c2)C1 (stereo not given)	9	-11
64	Cn1c(=O)c2c(nc3n2CC(CO)O3)n(C)c1=O (stereo not given)	6	3
65	O=C(COC(=O)c1cccc(S(=O)(=O)N2CCN(c3ccccc3)CC2)c1)NCC1CCCO1 (stereo not given)	14	-13
66	COc1ccc(OCC(=O)Nc2ccccc2O)cc1	1	-10
67	Oc1c(C(c2cccs2)N2CCN(c3ccccc3)CC2)sc2ncnn12 (stereo not given)	-5	3
68	CC1=C(C(=O)Nc2cccnc2)C(c2cccnc2)n2nc(-c3cccs3)nc2N1 (stereo not given)	1	-2
69	CCCC(=O)Nc1ccc(C(=O)Nc2cc(C(F)(F)F)ccc2Cl)cc1	9	-23
70	O=C(CSc1nnc(SCc2ccccc2)s1)N/N=C/C=C\c1ccco1	8	-3
71	Cn1c(=O)c2[nH]c(NN=Cc3ccccc3)nc2n(C)c1=O	2	0
72	COc1ccccc1/C=C\C=N\n1c(C2CCCCC2)n[nH]c1=S	10	-2
73	COc1ccc(NC(=O)N[C@@H](CCSC)C(=O)O)cc1OC	3	9
74	COc1ccc(/C=N/N=C2/SCC(=O)N2Cc2ccccc2)cc1	0	-7
75	CC(=O)Nc1cc(-c2cccc(C(=O)N(C)C)c2)cn2c(-c3ccccc3)cnc12	-7	7
76	CCCN(CCC)CCCNC(=O)c1cc2cc3ccc(OC)cc3nc2o1	i	6
77	C[C@@]12C(=O)Nc3cc(F)ccc3C(=O)N1[C@H]1c3cc(Br)ccc3OC[C@@H]1[C@@H]2c1ccccc1	-14	-11
78	CCc1noc(C)c1C(=O)N(C)CC(=O)Nc1ccc(F)c(F)c1F	-2	-6
79	FC(F)(F)COc1ccc(-c2nnc(SCc3ccccc3)o2)cn1	2	-11
80	CCc1ccc(C(=O)NC(=S)NCc2cccnc2)cc1	-9	13
81	CCNC(=O)CSc1nc(-c2ccccc2)cs1	-17	8
82	COC(=O)c1sccc1NC(=O)CC1C(=O)NCCN1C(=O)Nc1ccc(OCc2ccccc2)cc1 (stereo not given)	7	8
83	CCOC(=O)C1CCN(C(=O)Nc2ccc(OC(F)(F)F)cc2)CC1	5	-6
84	Nc1ncnc2c1ncn2[C@@H]1O[C@H](CNC(=O)[C@@H]2C[C@H](F)CN2)[C@@H](O)[C@H]1O	2	-6
85	COC(=O)c1c(NC(=O)C(Cl)Cl)sc2c1C(C(=O)OC)CC2 (stereo not given)	5	8
86	COc1ccc(CCC(C)N2CCc3ccccc3C2)cc1 (stereo not given)	-2	0
87	CCC(C)N(C(=O)CSc1nnc2ccccn12)C1CCS(=O)(=O)C1 (stereo not given)	-8	16
88	CC(C)C[C@H]1CN=C(Nc2ccccc2)N1CC1CCC1	-6	-27
89	O=C(COC(=O)/C=C/c1ccc(Cl)cc1Cl)NCC1CCCO1 (stereo not given)	-4	-2
90	CCC1(CC)NC(=O)N(CC(=O)N2CCc3ccccc32)C1=O	-9	2
91	O=C(Cn1nc(Cc2cccnc2)c2ccccc2c1=O)NCc1ccc2c(c1)OCO2	4	6
92	CCc1nnc(NC(=O)c2ccc3nc(CC)c(CC)nc3c2)s1	6	20
93	CNc1nc(Cl)nc(Nc2ccccc2)n1	3	1
94	COc1ccc(NC(=O)C2Cc3c(-c4ccc5c(c4)OCO5)ccnc3O2)cc1OC (stereo not given)	7	-18
95	N/C(Cc1ccc([N+](=O)[O-])cc1)=N\OC(=O)c1cccc(Br)c1	3	-4
96	CC(=O)N1CCN(C23CC4CC(CC(C4)C2)C3)CC1	-6	-1
97	O=C(c1ccc([N+](=O)[O-])o1)N1CCc2ccccc2C1	-8	15
98	CCOC(=O)C(NC(C)=O)(Nc1ccc(S(=O)(=O)Nc2ncccn2)cc1)C(F)(F)F (stereo not given)	5	-6
99	CCc1ccc2nc(N)sc2c1	23	-22
100	CCOC(=O)C1(CCOC)CCN(Cc2ccc(C(=O)OC)cc2)CC1	4	-6

# The list goes on:
no.	compound	H9c2 TAG inh DAPI viability	H9c2 TAG inh
101	CCC(C)COC(=O)c1ccc(C(=O)O)cc1 (stereo not given)	5	-13
102	COc1ccc(-c2cc(C(=O)Nc3ccccc3F)on2)cc1	-14	17
103	Cc1cc(=O)[nH]c(N/N=C/c2ccc(OC(=O)c3ccco3)cc2)n1	1	0
104	CCCn1c(N)c(NCCN2CCOCC2)c(=O)[nH]c1=O	9	7
105	O=C(NCC1(N2CCOCC2)CCCCC1)c1ccc(Cl)c(S(=O)(=O)NCc2ccco2)c1	10	1
106	CCCCCc1cc(=O)oc2c(C(CCN3CCCC3)c3cc(OC)c(OC)c(OC)c3)c(OC)cc(OC)c12 (stereo not given)	-43*	94*
107	CCOc1ccc(/C(O)=C2/C(=O)C(=O)N(c3nc(C)c(C)s3)C2c2ccco2)cc1 (stereo not given)	7	4
108	COCCN1C[C@@H](CO)O[C@@H](n2cnc3c(NCc4cc(OC)c(OC)c(OC)c4)ncnc32)C1	-2	-4
109	CC(NC(=O)c1ccc2c(c1)OCO2)C(c1cccs1)N1CCN(c2ccccc2)CC1 (stereo not given)	2	-6
110	COc1cccc(OCCOc2c(OC)cccc2OC)c1	6	-20
111	O=S(=O)(c1ccc(Cl)nc1)N1CCOCC1	-9	-20
112	CCCN(CC(=O)Nc1ccccc1OC)C(=O)c1ccc(S(=O)(=O)Nc2ccccc2)cc1	4	13
113	COCCN1C(=O)N(c2cccc(C)c2)C(=O)C1CC(=O)Nc1ccc(OC)cc1 (stereo not given)	-11	6
114	O=C(O)CNC(=O)CC1S/C(=N/N=C2/NC(=O)CS2)NC1=O (stereo not given)	12	14
115	COc1ccc(S(=O)(=O)N2CCOCC2)cc1NC(=O)CN1C(=O)NC2(CCC(C)CC2)C1=O (stereo not given)	4	-6
116	Cc1ccc(C)c(-n2c(CNC(=O)c3ccco3)nnc2SCC(=O)Nc2nccs2)c1	8	-4

# These rows are one share of the data; count on the stated rates, not on these rows.
